E-sel TNF inh: TNF alpha driven E-selectin expression inhibition. HUVEC TNFa-induced E-selectin immunofluorescence, high content. inhibition, % at 2 µM. 120,000 tested, 0.71% active;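 active = inhibition above the batch mean plus 3 SD, and confirmed as a hit on visual image review, cut at about 43% in these data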;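 also: 0% = TNF-stimulated DMSO wells and 100% = unstimulated control wells; not every result past the cut was called active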
Phagocytosis inh: macrophage phagocytosis inhibition; J774A.1 macrophage IgG-bead phagocytosis, imaging; AID 1029; inhibition, % at 5 µM; 110,000 tested, 0.07% active;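 active = inhibition above the mean of the plate negative controls plus 5 SD, cut at about 13% in these data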;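 also: phagocytic index as fraction of beads internalized from green versus red external bead signal; plate controls were DMSO negative control for no effect and cytochalasin-D positive control for full effect; some results beyond the cut were filed as inactive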
Measles CPE: protection of cells from measles virus; Measles virus-infected cells, CPE protection, absorbance; protection (pct of control), % at 4 µM; 140,000 tested, 1.5% active; AID 841; in the data active = protection mostly above about 24%, no sharp cut-off; inactive = mostly below about 26%; also: some compounds called inactive have numbers as strong as hits
NPY Y2 blocker: antagonists of human neuropeptide Y receptor Y2. P49146. NPY-Y2 expressing cells, antagonist mode. inhibition, % at 2.7 µM. 140,000 tested, 0.99% active; in the data active = inhibition above about 17%;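 also: 0% = vehicle with agonist challenge and 100% = reference antagonist with challenge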
Target sequence (P49146 whole entry, looked up): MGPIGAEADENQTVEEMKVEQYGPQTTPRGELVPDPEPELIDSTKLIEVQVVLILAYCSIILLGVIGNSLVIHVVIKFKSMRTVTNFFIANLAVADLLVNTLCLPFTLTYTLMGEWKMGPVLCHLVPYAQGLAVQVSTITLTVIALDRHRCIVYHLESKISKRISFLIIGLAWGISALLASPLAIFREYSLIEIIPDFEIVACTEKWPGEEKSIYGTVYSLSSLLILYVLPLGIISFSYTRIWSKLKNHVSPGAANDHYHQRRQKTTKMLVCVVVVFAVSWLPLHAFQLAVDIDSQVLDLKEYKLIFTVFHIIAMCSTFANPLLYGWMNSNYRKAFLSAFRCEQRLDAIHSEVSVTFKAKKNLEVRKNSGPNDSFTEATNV
PTEN del growth: PTEN-deleted cell growth suppression | HCT116 PTEN-null viability, CellTiter-Glo, 60 h; stronger effect = lower value | viability, % at 10 µM | 140,000 tested, 1.2% active;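 active = viability at or below a set limit, 4 SD under the median of all tested compounds, cut at about 3.7% in these data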;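 also: PTEN knockout HCT116 line with beta catenin targeted HCT116 as companion control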
Yeast lifespan up: extends the lifespan of yeast; S. cerevisiae growth with nicotinamide, OD615; deaD strain in restrictive glucose medium; inhibition of the nicotinamide effect, % at 10 µM; 130,000 tested, 0.68% active; AID 775;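 active = inhibition above a set limit, placed 3 SD over the median of all compounds, cut at about 26% in these data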;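 also: 0% = nicotinamide-treated wells and 100% = cells grown without nicotinamide; some compounds called inactive have numbers as strong as hits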
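Measured by: optical density (absorbance) at 615 nm; System: modified budding yeast, DeaD strain; Medium: restrictive CSMM-D dextrose medium; Timing: 4 h preincubation then 48 h treatment at 30 °C.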
GALR2 blocker: antagonists of human galanin receptor 2 (GALR2) | O43603 | GALR2-expressing cells, antagonist mode | inhibition, % at 4 µM | 140,000 tested, 0.39% active | AID 828; in the data active = inhibition above about 27%;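 also: cells stimulated with galanin 1-16 at roughly its EC80; 0% = agonist challenge control and 100% = basal control without agonist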
Target sequence (O43603 whole entry, looked up): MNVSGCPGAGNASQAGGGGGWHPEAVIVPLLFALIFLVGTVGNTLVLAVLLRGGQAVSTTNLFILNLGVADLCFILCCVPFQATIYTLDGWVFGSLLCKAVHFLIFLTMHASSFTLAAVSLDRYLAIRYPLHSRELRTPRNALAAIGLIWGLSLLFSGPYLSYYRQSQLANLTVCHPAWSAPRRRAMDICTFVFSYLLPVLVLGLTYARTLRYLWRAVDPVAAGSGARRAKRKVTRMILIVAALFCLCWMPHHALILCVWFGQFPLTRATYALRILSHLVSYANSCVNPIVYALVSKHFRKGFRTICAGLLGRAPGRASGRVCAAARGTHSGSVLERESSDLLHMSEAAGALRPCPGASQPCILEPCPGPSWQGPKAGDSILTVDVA
MRP-1 activ: activates MRP-1; viability increase, % at 10 µM; AID 799; H69AR cells + doxorubicin, viability rescue, CellTiter-Glo; 140,000 tested, 0.61% active;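 active = viability gain under doxorubicin at or above a set limit, the compound median plus 3 SD, cut at about 4.7% in these data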;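 also: MRP-1 overexpressing cells given doxorubicin 25 µM after compound pretreatment; 18-22 h compound pretreatment then 72 h with doxorubicin before readout; 0% = doxorubicin-only wells and 100% = vehicle-treated cells without doxorubicin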
Yeast growth inh: chemicals that inhibit yeast BB579 growth in restrictive medium (lifespan-shortening candidates); AID 804; 140,000 tested, 0.51% active; S. cerevisiae BB579 growth, OD615, 48 h; inhibition, % at 10 µM;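 active = inhibition above a set limit, 3 SD over the mean compound inhibition, cut at about 44% in these data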; also: inactives centre near -24
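Detection: OD615 turbidity measurement; Material: Saccharomyces cerevisiae DeaD strain BB579, replicative lifespan model yeast; Timing: 48 h exposure, 30 °C; Doses: single 10 µM dose; Medium: CSMM-D restrictive synthetic medium containing dextrose (glucose); Controls: amphotericin B at 10 µg/mL as positive control.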
HCT116 bCat-KO: beta-catenin-lacking colon tumor cell growth suppression; viability, % at 10 µM; HCT116 beta-catenin knockout viability, CellTiter-Glo, 60 h; stronger effect = lower value; 140,000 tested, 1.5% active;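 active = viability at or under a set limit, the compound median less 4 SD, cut at about 6% in these data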;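 also: 0% = Hyamine 1622 control at 20 µM and 100% = untreated cell control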
* = called active by the depositor; · = not tested or not shown. No enrichment for hits; 6.4% or so of the library scored in one or more.

SMILES	E-sel TNF inh	Phagocytosis inh	Measles CPE	NPY Y2 blocker	PTEN del growth	Yeast lifespan up	GALR2 blocker	MRP-1 activ	Yeast growth inh	HCT116 bCat-KO
CCn1c(O)c(/C=C2\C=NN=C2c2ccc(C)cc2)sc1=S	·	-4	4	0	66	-2	-1	-3.6	-22	82
COc1cc(S(=O)(=O)Nc2cccc(C)c2)ccc1NC(=O)c1ccncc1	·	·	12	2	82	-1	2	5.2*	-12	74
CCN(c1ccccc1)S(=O)(=O)c1ccc(Cl)c(NC(=O)COC(=O)c2cccc(OC)c2O)c1	·	-6	21	4	105	-2	-2	0.1	-42	91
S=C(NCc1ccc2c(c1)OCO2)NCc1ccc2c(c1)OCO2	·	-2	44	4	91	3	13	-1.2	-20	98
O=C1c2ccccc2C(=O)C1c1ccc2ccccc2n1	-32	2	1	3	80	-8	-4	-1.5	54*	86
O=C(CCCCCn1c(=O)[nH]c2ccsc2c1=O)N1CCCCC1	-5	·	33	0	98	-5	6	-1.8	-38	101
CCOC(=O)Cn1c(-c2ccccn2)nc2ccccc21	3	-1	7	1	96	-20	8	-1.7	-34	85
COc1ccc(-c2csc(NC(=O)c3cc(C)on3)c2C#N)cc1OC	24	-4	0	-1	87	-13	-3	-1.8	-4	93
O=C(Nc1ccccc1)NC1(C(=O)N2CCN(C(=O)c3ccco3)CC2)CCCCC1	·	0	8	1	98	-4	-4	-1.9	-15	94
O=C1NC(=Nc2ccccc2)/C(=C/c2ccco2)S1	·	-12	6	2	85	-5	17	-0.7	-20	87
Cc1ccc(S(=O)(=O)C2(C(=O)Nc3nccs3)CC2)cc1	-11	-1	3	3	102	7	-6	-3.0	-22	88
O=S(=O)(c1ccc(Cl)nc1)N1CCN(Cc2ccc3c(c2)OCO3)CC1	10	-2	26	3	96	2	-6	-1.2	17	90
O=C(ON=C1CCN(S(=O)(=O)c2ccccc2)CC1)c1cccc(Cl)c1	5	·	7	10	99	13	1	-0.4	-19	92
CCOC(=O)c1sc(N)c(C#N)c1CSc1nnc(C2CC2)n1N	6	2	25	2	108	-11	3	0.3	-63	99
O=C(CCC1CCCC1)Nc1ccc(OCC(=O)N2CCOCC2)cc1	-23	·	8	0	100	·	-1	-2.1	-25	91
O=C(Nc1ccccn1)NC1CCCCC1	13	·	19	1	92	-22	-8	-1.0	-36	96
CC(c1ccccc1C(O)(c1ccccc1)c1ccccc1)N(C)C (configuration not stated)	·	-3	9	15	27	0	-7	-5.0	-2	36
CCOc1ccc(-c2noc(COC)n2)cc1OC	6	-5	25	3	110	-17	2	-1.5	-13	103
c1ccc(-c2nc(CSc3n[nH]c(-c4cccs4)n3)cs2)cc1	·	·	7	10	88	-21	6	-1.1	-23	82
CN(C)S(=O)(=O)c1cccc(NC(=O)c2cc(-c3cccs3)nn2-c2ccccc2)c1	·	18	9	4	88	-2	10	0.2	-46	87
COc1ccc(NC(=O)c2ccc(CNc3c(NC4CCCCC4)c(=O)c3=O)cc2)cc1OC	72*	0	2	2	91	-9	-22	-0.2	-19	89
Cn1cnnc1SCC(=O)Nc1ccccc1C(=O)NC1CCCC1	·	-1	5	0	90	-4	9	-0.5	2	72
CC(C)CC1=NC(C(F)(F)F)(C(F)(F)F)c2c(n(CC(C)C)c(=O)[nH]c2=O)N1	·	-8	5	0	85	8	0	-1.6	-42	87
Cc1ccc(S(=O)(=O)N(CC(=O)N2CCC(C(N)=O)CC2)Cc2ccc(F)cc2)cc1	-2	2	24	2	91	-18	-9	-3.6	-27	105
CCn1c(SCC(=O)Nc2ccc(C(C)=O)cc2)nc2ccccc21	-10	0	5	-1	93	-3	0	-3.5	-25	77

Whole records, quoted from the list. Screens in order: E-sel TNF inh	Phagocytosis inh	Measles CPE	NPY Y2 blocker	PTEN del growth	Yeast lifespan up	GALR2 blocker	MRP-1 activ	Yeast growth inh	HCT116 bCat-KO
O=C1NC(=Nc2ccccc2)/C(=C/c2ccco2)S1 is listed as ·	-12	6	2	85	-5	17	-0.7	-20	87
CCn1c(O)c(/C=C2\C=NN=C2c2ccc(C)cc2)sc1=S is listed as ·	-4	4	0	66	-2	-1	-3.6	-22	82
Cn1cnnc1SCC(=O)Nc1ccccc1C(=O)NC1CCCC1 is listed as ·	-1	5	0	90	-4	9	-0.5	2	72

The list goes on:
SMILES	E-sel TNF inh	Phagocytosis inh	Measles CPE	NPY Y2 blocker	PTEN del growth	Yeast lifespan up	GALR2 blocker	MRP-1 activ	Yeast growth inh	HCT116 bCat-KO
Cc1cccc(-c2c3c(=O)n(C)c(=O)n(C)c3cn2CC2CCCO2)c1 (configuration not stated)	-7	0	16	0	105	-2	-5	0.5	-13	92
O=C(OCC1CC(c2ccccn2)=NO1)c1ccc(Br)cc1 (configuration not stated)	96*	0	20	11	98	-7	0	-1.7	-23	96
Cc1onc(-c2c(F)cccc2Cl)c1C(=O)Nc1sc2c(c1C#N)CCC(C(C)(C)C)C2 (configuration not stated)	-3	·	3	0	74	·	-11	11*	8	74
O=C1CC(c2cc(Br)ccc2F)c2cc3c(cc2N1)CCC3 (configuration not stated)	-5	9	6	0	11	-19	-2	-4.1	-27	10
CCOC(=O)C1(C)NC(c2ccc(N(C)C)cc2)C2C(=O)N(c3ccc(OC)cc3)C(=O)C21 (configuration not stated)	20	0	2	-1	97	-6	-5	0.3	-13	102
Cc1nn2c(CN(C(=O)COc3ccccc3)c3ccccc3)nnc2c2ccccc12	·	-7	16	7	93	0	3	2.7	-56	92
c1ccc2c(c1)oc1c(Nc3ccc4c(c3)OCO4)ncnc12	-13	1	2	5	91	-8	-4	-2.2	-53	92
C=CCn1c(SCC(N)=O)nnc1-c1cccc(Br)c1	-1	0	35*	0	101	-8	14	-0.8	-36	98
COc1ccc(S(=O)(=O)N(C)Cc2cccs2)cc1Br	-14	-2	17	2	102	-3	0	-2.7	19	98
O=C1CCCc2c1cc(C(=O)NCc1ccco1)c(=O)n2-c1ccccc1	-3	-1	16	-4	103	-9	-9	-2.1	-6	90
Cc1ccc(S(=O)(=O)Oc2ccccc2/C=N/NC(=O)c2nn(C)cc2[N+](=O)[O-])cc1	·	-19	3	1	79	0	0	-0.9	-16	76
COC(=O)c1ccccc1NC(=O)c1noc2c1CC(C(C)(C)C)CC2 (configuration not stated)	-26	-2	6	1	93	-16	-8	2.8	-52	104
C=CCN1C(=O)CC(C(=O)NC)SC1=Nc1ccc(C(=O)OCC)cc1 (configuration not stated)	-5	-2	14	0	104	2	-3	0.0	-29	106
c1nc(NCCN2CCOCC2)c2c3c(sc2n1)CCCCC3	·	0	8	0	80	-14	-9	-1.7	-48	55
CCOC(=O)c1c(C)n(O)c2ccc(Cl)cc2c1=O	-8	0	3	6	101	-9	22	-2.1	-19	95
COc1ccccc1N1CCN(C2CCN(C(=O)c3cccs3)CC2)CC1	·	·	9	3	91	5	2	-2.9	-36	85
CC(=NCc1ccncc1)C1=C(O)c2ccccc2C1=O	·	0	27	-1	96	-7	-3	-0.7	4	96
CS(=O)(=O)Oc1ccc(/C=N/NC(=O)c2ccncc2)cc1	·	-4	3	2	108	-1	2	-1.9	-28	95
COc1cccc(NC(=O)CSc2nc3ccccc3cc2Cc2ccccc2)c1	-8	·	32	5	85	-24	-12	0.9	-44	93
CCCn1c(N2CCN(CC(=O)c3c(C)n(C)c4ccccc34)CC2)nc2c1c(=O)[nH]c(=O)n2C	3	0	12	1	70	-1	-1	-0.9	-55	69
CC(C)CC(O)(CC(C)C)C(=O)NNc1ccccc1	5	·	6	3	89	·	5	-0.3	-12	87
O=C(Nc1ccccc1Sc1ccccc1)c1ccccc1	-27	0	7	9	80	-9	4	-3.5	-15	80
C=CCn1c(SCc2ccccc2C#N)nnc1-c1cc(Br)ccc1O	-28	-2	3	4	81	19	-3	-1.2	-64	82
O=C(CSc1nnnn1-c1ccccc1)N1CCc2ccccc2C1	27	2	8	3	95	-9	-6	-0.5	-47	98
COc1ccc(N2C(=O)C3CCCN3C2c2cccc(C)c2)cc1Cl (configuration not stated)	-23	1	9	4	80	-10	4	-1.0	-23	82
More entries.
SMILES	E-sel TNF inh	Phagocytosis inh	Measles CPE	NPY Y2 blocker	PTEN del growth	Yeast lifespan up	GALR2 blocker	MRP-1 activ	Yeast growth inh	HCT116 bCat-KO
O=C(N/N=C/c1ccc(OCc2ccccc2)cc1)c1cccs1	-4	·	7	3	96	-10	4	-0.9	1	96
CC(C)Cn1c(-c2ccc(F)cc2)n[nH]c1=S	5	0	10	0	96	-8	-11	-1.3	-82	85
O=C(/C=C/NCC(=O)c1ccccc1)c1ccc(Br)cc1	0	-13	10	-1	96	23	3	1.3	-8	96
O=S(=O)(NCC1CCCO1)c1ccc(Oc2ccccc2)cc1 (configuration not stated)	8	0	12	2	85	-2	0	-1.7	-3	88
C/C(=N\NC(=O)CN(c1ccc(C)cc1)S(C)(=O)=O)c1cccs1	·	-5	17	2	93	-1	5	-1.7	-30	100
COc1ccc(Br)cc1CN1CCCC(C(=O)N2CCCCCC2)C1 (configuration not stated)	0	·	21	12	82	-1	-5	-2.9	-14	80
Cc1nc2ccc(C(=O)OCc3ccccc3Br)cc2nc1C	·	-1	3	0	88	-2	-9	0.9	-53	96
COc1c(Br)cc2c(C)c(C(=O)O)oc2c1Br	2	1	9	5	107	7	6	-2.1	-22	100
CCC(C)N1C(=O)/C(=C/c2c(NCCCOC(C)C)nc3c(C)cccn3c2=O)SC1=S (configuration not stated)	9	·	9	1	81	-7	-1	0.8	-48	71
Cc1nn(Cc2ccc(Cl)cc2)c(C)c1NC(=O)c1cc(-c2ccc3c(c2)OCO3)on1	·	0	13	3	83	-4	1	1.4	-24	92
CCOCC(O)CSCc1ccc(Cl)cc1 (configuration not stated)	13	-1	27	-3	98	-6	-4	-3.2	-37	89
CCOC(=O)/C(=N\O)C1=NC(C)(C)Cc2ccccc21	18	2	3	1	97	3	-1	3.5	-40	95
COc1ccc(NC(=O)C(C/C=C(/C)Cl)C(C)=O)cc1 (configuration not stated)	-10	·	1	7	93	·	0	-3.5	-20	99
O=C1CC(=O)N(Cc2ccco2)C(=S)N1	10	·	3	3	103	-16	-11	0.2	-14	110
CCCCOc1ccc(C(C)NC(=O)CCS(=O)(=O)Cc2ccc(Cl)cc2)cc1 (configuration not stated)	·	-9	22	3	79	4	-6	-3.3	-38	77
O=C(CCCc1nc2ccccc2s1)N1CCN(c2ccccc2)CC1	-19	-2	7	3	91	-3	0	1.0	-28	87
CCc1cccc2c(C=C(C#N)C#N)cn(CC(=O)N3CCCCC3)c12	11	·	7	4	94	3	4	-3.2	-47	98
Cc1[nH]c2ccccc2c1C1=CN2CCS(=O)(=O)N=C2S1	-17	2	11	-1	108	-1	1	-1.0	-62	103
CCN1CCN(Cc2ccc(OCc3ccccc3)cc2)CC1	-8	0	7	6	1.2*	-6	7	-1.8	-22	1.0*
O=C(CSc1nnc(SCc2cccc3ccccc23)s1)c1ccc2c(c1)OCO2	4	·	20	4	88	-7	1	-0.9	-36	102
O=C(COC(=O)CSc1ccc2ccccc2c1)NC1CCCC1	0	0	14	10	96	0	8	1.4	-14	95
CCOCC(=O)Nc1nnc(COC)s1	-30	2	5	2	83	-13	-2	0.1	-11	91
